# VHR inh abs: DUSP3 (human) phosphatase inhibition. recombinant VHR phosphatase, pNPP absorbance. inhibition, % at 13.3 µM. actives 0.52% (n = 290,000). P51452; in the data active means inhibition above about 50%; further: some compounds called inactive have numbers as strong as hits
# Target sequence (P51452 whole entry, looked up): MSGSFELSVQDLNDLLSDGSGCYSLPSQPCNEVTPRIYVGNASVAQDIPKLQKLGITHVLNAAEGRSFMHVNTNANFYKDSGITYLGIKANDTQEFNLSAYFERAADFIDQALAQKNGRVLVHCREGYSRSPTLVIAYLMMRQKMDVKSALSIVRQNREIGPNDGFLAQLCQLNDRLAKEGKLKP
# PriA SSB inh: blocks PriA binding to SSB C-terminal tail; actives 0.6% (n = 430,000); inhibition, % at 33 µM; AlphaScreen SSBct-PriA binding, biotinylated peptide; in the data active means inhibition mostly above about 37%, no sharp cut-off; inactive means mostly below about 20%;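 further: plate controls were negative control peptide for no effect and reference peptide for full effect; strong numbers were not always called active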
# Anthrax LF prot: inhibitors of Bacillus anthracis lethal factor protease; multiplex microsphere protease cleavage assay, LF; inhibition, % at 10 µM; actives 0.12% (n = 360,000); further: plate controls were buffer without enzyme for full effect and enzyme alone for no effect
# Target sequence (P15917 whole entry, looked up): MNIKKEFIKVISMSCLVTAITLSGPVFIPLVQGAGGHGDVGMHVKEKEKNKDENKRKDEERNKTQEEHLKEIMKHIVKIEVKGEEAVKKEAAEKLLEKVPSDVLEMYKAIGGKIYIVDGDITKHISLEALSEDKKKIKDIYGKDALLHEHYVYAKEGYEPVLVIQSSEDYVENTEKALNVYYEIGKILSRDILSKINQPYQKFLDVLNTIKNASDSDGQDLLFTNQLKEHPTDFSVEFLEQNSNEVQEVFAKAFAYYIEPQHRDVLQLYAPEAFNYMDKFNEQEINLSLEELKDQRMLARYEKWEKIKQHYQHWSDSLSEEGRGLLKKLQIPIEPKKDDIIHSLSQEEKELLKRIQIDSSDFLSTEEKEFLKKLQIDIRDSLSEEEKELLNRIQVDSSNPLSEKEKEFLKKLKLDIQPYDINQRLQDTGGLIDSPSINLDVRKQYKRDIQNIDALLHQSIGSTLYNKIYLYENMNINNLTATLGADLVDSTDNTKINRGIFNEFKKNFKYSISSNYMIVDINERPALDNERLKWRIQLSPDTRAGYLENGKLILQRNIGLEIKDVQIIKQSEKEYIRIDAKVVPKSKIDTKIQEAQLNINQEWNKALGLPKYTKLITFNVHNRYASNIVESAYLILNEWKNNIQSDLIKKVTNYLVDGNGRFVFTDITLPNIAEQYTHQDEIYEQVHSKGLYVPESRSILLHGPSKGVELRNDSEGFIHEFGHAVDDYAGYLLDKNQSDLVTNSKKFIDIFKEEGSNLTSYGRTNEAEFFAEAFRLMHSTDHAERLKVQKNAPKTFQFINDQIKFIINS
# CCHF vOTU inh: CCHFV vOTU protease inhibition. Pep-AMC fluorescence. actives 0.55% (n = 370,000). inhibition, % at 11.5 µM; in the data active means inhibition above about 30%; further: 0% = vehicle wells with enzyme and 100% = no enzyme wells
# BoNT-A LC inh2: BoNT A light chain protease inhibition | multiplex microsphere protease substrate cleavage, flow cytometry | inhibition, % at 10 µM | actives 0.17% (n = 360,000) | AID 588499; further: plate controls were buffer without enzyme for full effect and enzyme alone for no effect
# Vc quorum ag: induces V. cholerae light production without autoinducers | AID 588436 | activation, % at 18.7 µM | V. cholerae BH1578 lux reporter, luminescence, 6 h | actives 0.16% (n = 350,000); in the data active means activation mostly above about 9.7%, no sharp cut-off; inconclusive means no clear call, values can overlap the other calls; inactive means mostly below about 3.7%; further: not every result past the cut was called active; inactives centre near 0; reference of the scale not given here
# Y pestis TopoI: blocks Yersinia pestis topoisomerase I activity; Y. pestis Topo-I cleavage product accumulation, plate reader; activity, % at 10 µM; actives 0.064% (n = 360,000); AID 504884; in the data active means activity above about 50%, passing the limit was not always enough; inconclusive means no clear call, values can overlap the other calls; further: inactives centre near 2
# SARS 3CLpro inh: SARS-CoV 3CLpro protease inhibition; P0C6X7; AID 1706; recombinant SARS-CoV 3CLpro, quenched FRET peptide cleavage; actives 0.14% (n = 290,000); inhibition, % at 6 µM; in the data active means inhibition above about 12%
# TcdB inh: blocks C. difficile toxin B glycohydrolase activity; inhibition, % at 9.99 µM; P18177; TcdB glycohydrolase enzymatic assay, plate reader; actives 0.24% (n = 350,000); in the data active means inhibition above about 10%
# PfHsp40 rescue: restores yeast growth despite PfHsp40 toxicity. growth rescue, % at 12.5 µM. S. cerevisiae expressing PfHsp40, growth rescue, ATP luminescence. actives 0.68% (n = 340,000); in the data active means growth rescue above about 28%, passing the limit was not always enough; inconclusive means no clear call, values can overlap the other calls;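 further: yeast W303a lacking pdr1 and pdr3 grown in galactose medium; growth measured after three days at 30 °C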
# An asterisk follows results filed as active; i = inactive; ? = inconclusive; · = not tested or not shown; & = joins results of further samples. Unless noted, no stated cut-off is given here; in the data, active means inhibition above about 30%; inconclusive means no clear call, values can overlap the other calls; inactive means below that. These rows are one share of the data, so the mix of outcomes need not match the whole.
SMILES,VHR inh abs,PriA SSB inh,Anthrax LF prot,CCHF vOTU inh,BoNT-A LC inh2,Vc quorum ag,Y pestis TopoI,SARS 3CLpro inh,TcdB inh,PfHsp40 rescue
Cc1ccc(N2CC(C(=O)Nc3ccc(S(=O)(=O)N4CCOCC4)cc3)CC2=O)cc1Cl (stereo not given),·,-7,4,-4,5.7,-1.2,-9,·,-1.5,1.0
CNC(=O)n1cc(C)c(-c2cccs2)n1,5,-13,-1,-11,-1.0,i,-3,2,0.1,·
COc1ccc(NC(=O)c2cccs2)cc1NC(=O)c1ccco1,10,-3,0,3,0.3,-0.7,2,-8,·,2.8
N[C@@H](Cc1ccccc1)C(=O)N1CCC(C(=O)N[C@@H](Cc2c[nH]c3ccccc23)C(=O)O)CC1,19,-2,-11,-21,1.4,i,5,0,0.1,1.5
COc1cc(OC)c(-c2nc(-c3ccncc3)no2)cc1OC,-4,8,0,-2,-3.7,i,6,5,0.5,0.0
CSc1ccccc1NC(=S)N/N=C/c1cccn1Cc1ccc(F)cc1,26,·,-4,8,-0.4,i,-1,7,0.8,2.7
CCCOC(=O)c1[nH]c2c(c1C)C(=O)CC(c1ccc(OC)c(OC)c1)C2 (stereo not given),43,-8,-1,4,0.2,-0.7,-1,0,0.6,0.7
COc1ccc(C(=O)O/N=C(\N)c2ccc(OC)c(OC)c2)c(OC)c1,10,i,-4,·,2.5,-0.9,-2,-6,·,·
CC(Sc1ncn[nH]1)C(=O)Nc1ccc(Cl)cn1 (stereo not given),·,-6,4,-4,-0.8,1.1,6,·,1.4,-0.3
CSc1ccccc1NC(=O)CN(C)C(=O)C1CC(=O)N(C(C)c2ccccc2)C1 (stereo not given),·,-6,?,-11,1.4,i,10,·,0.8,-0.5
Cn1c(=O)c2cc(S(=O)(=O)Nc3cc(C(=O)O)cc(C(=O)O)c3)ccc2n(C)c1=O,12,-9,2,-2,-0.3,-0.3,-16,-5,1.5,-0.1
O=C(COC(=O)c1cc(=O)[nH]c2ccccc12)Nc1nc(-c2ccccc2)cs1,21,-6,-7,10,-0.3,i,17,1,0.3,1.9
CCN1CCN(Cc2ccc(NC(=O)c3cc(NC(=O)c4cc(C)on4)cc(OC)c3)cc2C(F)(F)F)CC1,1,-5,-9&2,-2,-0.9&0.0,-4.5,-18&-17,-12,0.2,1.1
O=C(COC(=O)/C=C/c1ccc(S(=O)(=O)N2CCOCC2)cc1)NCc1ccc2c(c1)OCO2,22,-25,-10,3,-0.9,i,26,0,-0.9,-1.2
N#CC(c1ccc(O)cc1)N1CCN(C(C#N)c2ccc(O)cc2)CC1 (stereo not given),·,-17,-7,6,-0.1,i,-9,·,-2.6,-0.8
COC(=O)CNC(=O)C1(C)C=CCN1C(=O)c1ccccc1 (stereo not given),16,-17,-6,-5,-0.3,i,0,0,0.9,-0.3
Cc1cc(C)c(C#N)c(SCC(=O)Nc2cc(C)on2)n1,·,-9,2,-6,-4.9,i,8,·,0.9,-0.1
Cc1ccc(-n2c3nc(=O)n(C)c(=O)c-3cc3ccccc32)cc1,0,-3,·,-35,·,-0.4,-8,1,1.2,·
CCCOc1ccc(C(C)=O)cc1CC(C(=O)OCC)C(=O)OCC,25,-12,-2,-3,-0.1,-13,31,0,·,0.0
Brc1cccc(-c2nc3ccc(Br)cn3c2Cc2ccccc2)c1,·,·,5,17,6.0,·,·,·,1.9,·
CCOC(=O)N1CCN(C(=O)CNC(=O)c2nn(-c3ccc(OC)cc3)c(=O)c3ccccc23)CC1,-7,-15,0,-3,-0.6,0.1,14,1,·,-0.8
Cc1ccc2c(c1)C(c1ccc(F)cc1)N(C(=O)c1ccccc1Br)CC(=O)N2 (stereo not given),14,11,-4,6,1.2,i,9,3,-1.2,-0.1
O=C(Nc1nccs1)C1CC(=O)N(CCc2ccc(F)cc2)C1 (stereo not given),7,2,-10,-6,-0.8,-2.2,5,-10,-1.1,-0.7
COc1ccccc1C(=O)NC1CC(C)(C)NC(C)(C)C1,31,-3,-32,-11,2.1,i,2,0,1.8,-0.6
CC1Sc2ccc(S(=O)(=O)CCC(=O)Nc3ccccn3)cc2NC1=O (stereo not given),16,2,-1,9,-1.4,i,0,0,1.3,0.4
O=[N+]([O-])c1cccc(CN2CCN(c3cccc4[nH]ccc34)CC2)c1,20,26,-10,-1,-0.8,0.6,-8,-3,5.0,1.0
CCOC(=O)C1CCN(S(=O)(=O)c2cc(Cl)c(C)cc2OC)CC1,-16,-17,0,8,0.8,i,11,0,·,3.0
Cc1cc(C)cc(Oc2ccc(N)cc2)c1,10,8,-7,15,-0.4,-2.1,0,-4,·,-1.3
CC(=O)Oc1cccc(N2C(=O)c3ccc(C(=O)O)cc3C2=O)c1,-2,-10,-11,-1,-0.3,-0.2,-5,-1,·,0.0
CCCCC(=O)N(C)c1c(C)nc2ccc(C(=O)N(C)Cc3ccco3)cn12,·,·,-11,18,-0.9,i,8,·,-4.0,·
Cc1ccc(C)c(SCC(=O)c2ccc[nH]2)c1,2,-17,-9,0,-0.6,i,11,4,6.9,0.5
CNC(=O)c1ccc2snnc2c1,-4,-13,-10,4,-1.0,i,-2,2,0.3,1.0
CCN1CCN(c2ncnc3sc4c(c23)CCC(C)C4)CC1 (stereo not given),-11,-3,0,-12,-0.8,i,7,0,1.5,-2.9
CCc1c(C)nc2[nH]nc(NC(=O)C(F)(F)F)n2c1=O,17,-11,4,-8,0.8,0.9,1,4,3.4,-0.4
CCOC(=O)C1=C(C(F)(F)F)Nc2ncnn2C1c1cccc(OC)c1OC (stereo not given),-10,2,1,-5,0.0,i,-9,-1,-6.3,-1.0
CCC1=C(OC(=O)N(CC)CC)N2C(=O)OC(=NCCc3c[nH]c4ccccc34)[C@]2(C)[C@H]2C1=CC[C@H]1C(=O)N(CC)C(=O)[C@H]12,11,2,-8,-6,0.0,-0.7,22,·,2.0,1.7
CCOC(=O)[C@]12CCC=C1N(CCC1=CCCCC1)C(=O)[C@H](CC(=O)N1CCN(C(=O)C3CC3)CC1)C2,·,·,4,7,0.0,·,·,·,-0.4,·
Cc1ccc(C(=O)NCCN2C3=NC[C@H](Cc4ccc(O)cc4)N3C[C@H]2Cc2ccc(O)cc2)cc1Br,22,26,-8,6,-0.1,-3.0,-4,·,2.4,1.6
Cc1ccccc1NC(=O)NNC(=O)CCc1ccccc1,27,-11,-4,3,1.5,i,10,6,-0.2,-0.9
Cc1oc2ccc(O)cc2c1C(=O)c1ccc(Br)cc1,·,-2,-2,4,0.2,i,6,·,2.0,20
CNc1nc(NC)nc(-n2c(C(F)(F)F)nc3ccccc32)n1,4,-5,-1,-4,0.4,·,-2,-6,·,-0.4
CC(C)C(=O)Nc1ccc(S(=O)(=O)N2CC3CC(C2)c2cccc(=O)n2C3)cc1 (stereo not given),6,-11,0,6,-0.4,i,-6,-4,1.3,-0.5
COc1ccccc1NC(=O)Nc1nnc(CC(=O)Nc2ccccc2)s1,18,·,·,1,·,·,·,-3,0.9,·
CCOc1ccccc1-c1nc(CN2CCCN(C(=O)c3ccco3)CC2)c(C)o1,-13,-6,-2,16,-8.1,i,14,4,0.3,-0.5
O=C(Cc1ccc(Br)cc1)N/N=C/c1cccnc1,10,·,-2,-2,-1.5,i,-5,4,1.6,0.2
Cc1ccc(C)c(S(=O)(=O)Nc2ccc(C(=O)N3CC(C)OC(C)C3)cc2)c1 (stereo not given),·,-14&-15,5,5,-0.9,i,6,·,0.5,0.3
COc1ccc(Cl)cc1S(=O)(=O)NCc1ccncc1,8,-9,0,4,1.3,i,0,-1,1.5,0.4
COc1cccc(OCCOc2ccccc2[N+](=O)[O-])c1,·,-13,-3,8,-0.4,-0.5,-6,1,·,-0.3
CCOC(=O)c1ccc(NC(=O)N2CCN(C(=O)C3CCCO3)CC2)cc1 (stereo not given),7,-10,-3,0,-0.5,-0.2,-2,2,0.9,-0.5
Cc1ccc2c(c1)c1c(n2CC(O)Cn2c(C)nc3ccccc32)/C(=N\O)CCC1 (stereo not given),-12,·,-2,·,-0.1,2.4,-5,-1,·,0.1
Cc1cccn2c(=O)c(C=O)c(N3CCN(c4ccc(F)cc4)CC3)nc12,18,1,-2,1,-0.9,-3.3,14,0,-0.1,4.8
Cc1cccc(C)c1NC(=O)C1CC2CCC1C2 (stereo not given),·,-4,24,-9,-0.8,i,0,·,1.3,1.1

# Single entries from the list:
# `CNc1nc(NC)nc(-n2c(C(F)(F)F)nc3ccccc32)n1` in Anthrax LF prot has -1
# `Cc1ccc2c(c1)c1c(n2CC(O)Cn2c(C)nc3ccccc32)/C(=N\O)CCC1` (stereo not given) in SARS 3CLpro inh has -1

# Four of the compounds above, field by field.
SMILES: CNc1nc(NC)nc(-n2c(C(F)(F)F)nc3ccccc32)n1
- VHR inh abs: 4
- PriA SSB inh: -5
- Anthrax LF prot: -1
- CCHF vOTU inh: -4
- BoNT-A LC inh2: 0.4
- Vc quorum ag: ·
- Y pestis TopoI: -2
- SARS 3CLpro inh: -6
- TcdB inh: ·
- PfHsp40 rescue: -0.4
SMILES: CC(C)C(=O)Nc1ccc(S(=O)(=O)N2CC3CC(C2)c2cccc(=O)n2C3)cc1 (stereo not given)
- VHR inh abs: 6
- PriA SSB inh: -11
- Anthrax LF prot: 0
- CCHF vOTU inh: 6
- BoNT-A LC inh2: -0.4
- Vc quorum ag: i
- Y pestis TopoI: -6
- SARS 3CLpro inh: -4
- TcdB inh: 1.3
- PfHsp40 rescue: -0.5
SMILES: COc1ccccc1NC(=O)Nc1nnc(CC(=O)Nc2ccccc2)s1
- VHR inh abs: 18
- PriA SSB inh: ·
- Anthrax LF prot: ·
- CCHF vOTU inh: 1
- BoNT-A LC inh2: ·
- Vc quorum ag: ·
- Y pestis TopoI: ·
- SARS 3CLpro inh: -3
- TcdB inh: 0.9
- PfHsp40 rescue: ·
SMILES: CCOc1ccccc1-c1nc(CN2CCCN(C(=O)c3ccco3)CC2)c(C)o1
- VHR inh abs: -13
- PriA SSB inh: -6
- Anthrax LF prot: -2
- CCHF vOTU inh: 16
- BoNT-A LC inh2: -8.1
- Vc quorum ag: i
- Y pestis TopoI: 14
- SARS 3CLpro inh: 4
- TcdB inh: 0.3
- PfHsp40 rescue: -0.5

# Screening data as filed in PubChem BioAssay.
